sPLA2-III inh: Blocks human group III sPLA2 activity; 0.56% of 370,000 active; AID 743126; QFRET BODIPY PC-A2 liposome hydrolysis, fluorescence; Q9NZ20; inhibition, % at 12.2 µM;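 active = inhibition above mean plus 3 SD of compounds lying within the high and low control bounds, cut at about 19% in these data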;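 also: 0% = median of test compound wells and 100% = no enzyme DMSO wells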
ASAP1 GAP inh: ASAP1 ArfGAP inhibition | AID 624377 | inhibition, % at 16.5 µM | Q9ULH1 | 0.19% of 360,000 active | ASAP1-stimulated ARF1 GTP hydrolysis, GDP FP detection; in the data active = inhibition above about 25%;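 also: 0% = vehicle with enzyme and substrate and 100% = no enzyme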
Target sequence (Q9ULH1 325-724 limits assumed): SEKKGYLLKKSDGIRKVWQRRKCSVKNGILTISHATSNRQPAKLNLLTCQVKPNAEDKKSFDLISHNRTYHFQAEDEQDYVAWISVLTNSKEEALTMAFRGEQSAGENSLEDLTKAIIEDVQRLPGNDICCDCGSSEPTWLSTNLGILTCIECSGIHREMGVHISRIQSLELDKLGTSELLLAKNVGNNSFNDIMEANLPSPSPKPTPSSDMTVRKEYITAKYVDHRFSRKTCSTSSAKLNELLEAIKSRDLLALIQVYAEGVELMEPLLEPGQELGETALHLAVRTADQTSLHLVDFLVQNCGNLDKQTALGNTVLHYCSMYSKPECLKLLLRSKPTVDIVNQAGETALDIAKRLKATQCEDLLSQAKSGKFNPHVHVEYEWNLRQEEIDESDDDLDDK
FXN GAA850 act: increases GAA850 frataxin promoter reporter activity; HEK293 lucGAA850 FXN promoter luciferase reporter, 24 h; percent of 10 µM SAHA response; activation, % at 6 µM; 0.56% of 360,000 active;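 active = activation above the average of all compounds screened plus 3 SD, cutoff fixed separately per campaign, cut at about 7.5% in these data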;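 also: 0% = DMSO wells and 100% = 10 µM SAHA wells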
NPR1 activator: GC-A (human) enzyme activation. P16066. HEK293 GC-A cells, cGMP TR-FRET, EC30 ANP; 0% at EC30 ANP, 100% saturating ANP. activation, % at 10 µM. 0.14% of 370,000 active; in the data active = activation above about 40%
rCAG binder: binds r(CAG) RNA repeats; r(CAG) RNA repeat, TO-PRO-1 dye displacement fluorescence; inhibition, % at 3 µM; 1.3% of 370,000 active; AID 651821;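 active = inhibition above the plate cutoff, the mean of all test compounds on that plate plus 3 SD, cut at about 35% in these data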;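 also: 0% = DMSO alone and 100% = 100 µM mitoxantrone as full dye displacement; higher means more dye released from RNA so lower well fluorescence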
ADAM10 inh: inhibits human ADAM10; recombinant ADAM10, EDANS/DABCYL FRET peptide cleavage, 3 h; inhibition, % at 7 µM; 0.62% of 370,000 active;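 active = inhibition above a per-campaign cutoff equal to the mean of compounds falling between control-based bounds plus 3 SD, cut at about 20% in these data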;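 also: 0% = DMSO wells while the 100% control is not disclosed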
Tn6 DDE FP: disrupts Tn6 cyclic peptide binding to fibrin D-Dimer-E complex; P02675; Fibrin DD(E) TRITC-Tn6 fluorescence polarization displacement; inhibition, % at 8.3 µM; 0.21% of 370,000 active; AID 720509;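 active = inhibition above a per-campaign cutoff: mean of compounds within control limits plus 3 SD, cut at about 15% in these data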;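 also: 0% = median of all compound wells on the plate and 100% = blocking peptide control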
NPR2 activator: GC-B (human) receptor activation | P20594 | HEK293-GC-B cells, CNP EC30, cGMP TR-FRET; 0% at EC30 CNP, 100% saturating CNP | activation, % at 10 µM | 0.11% of 370,000 active;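 active = activation at 10 µM reaching about 35% in either raw or pattern-adjusted values, limit read from the data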
ARFGAP1 inhibitor: rat ARFGAP1 inhibition; inhibition, % at 16.5 µM; Arfgap1-stimulated ARF1 GTP hydrolysis, GDP FP detection; 0.26% of 360,000 active; Q62848;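 active = inhibition above a per-plate limit, mean inhibition of low control wells plus 3 SD, cut at about 25% in these data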;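 also: 0% = DMSO wells with enzyme and 100% = wells lacking Arfgap1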
Target sequence (Q62848 1-136 limits assumed): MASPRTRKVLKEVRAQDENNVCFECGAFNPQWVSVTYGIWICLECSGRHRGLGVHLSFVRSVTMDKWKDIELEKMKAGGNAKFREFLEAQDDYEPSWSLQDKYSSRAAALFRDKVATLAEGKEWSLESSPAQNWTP
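system = rat Arfgap1 catalytic domain, aa 1-136 | technique = FP, GDP Alexa 633 tracer displaced from anti-GDP antibody, 620/688 nm | compound = one concentration, 16.5 µM, DMSO 1.26% | medium = HEPES-based buffer, pH 7.5 | timing = compound-enzyme preincubation 20 min, reaction 120 min, detection 60 min, 25 °C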
KLK7 zymogen act: activates the human kallikrein-7 zymogen; P49862; purified proKLK7, EDANS-DABCYL substrate fluorescence; 100% is mature enzyme control, 0% vehicle; activation, % at 7 µM; 0.9% of 370,000 active; AID 652039;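 active = activation above the mean of all tested compounds plus 3 SD, computed per campaign excluding outliers beyond control limits, cut at about 13% in these data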
Target sequence (P49862 whole entry, looked up): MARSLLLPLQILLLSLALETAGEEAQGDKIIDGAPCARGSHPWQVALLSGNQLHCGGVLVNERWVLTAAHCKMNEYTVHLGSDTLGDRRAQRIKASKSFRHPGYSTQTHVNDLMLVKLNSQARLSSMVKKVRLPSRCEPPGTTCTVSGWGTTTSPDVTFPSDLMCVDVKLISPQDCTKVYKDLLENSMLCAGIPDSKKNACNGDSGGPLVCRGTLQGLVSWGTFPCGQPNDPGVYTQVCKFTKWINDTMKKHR
The depositor's hits bear a star; . = no result given.

No.	canonical_smiles	sPLA2-III inh	ASAP1 GAP inh	FXN GAA850 act	NPR1 activator	rCAG binder	ADAM10 inh	Tn6 DDE FP	NPR2 activator	ARFGAP1 inhibitor	KLK7 zymogen act
1	Cn1c(O)c(C(C#N)=C2N=c3ccccc3=N2)c2ccccc21	4	6	-0.6	6	8	2	-1	-4	1	0.2
2	Cc1ccc(S(=O)(=O)NCCC(=O)OCC(=O)Nc2cccc(S(=O)(=O)NC3=NCCCCC3)c2)cc1	-16	3	0.4	-1	2	-5	6	2	9	0.5
3	Cn1nc([N+](=O)[O-])nc1Oc1ccc2ccccc2c1	0	6	1.4	2	-1	2	-7	-1	9	-0.1
4	Cc1cc(C)c(S(=O)(=O)NCc2cccnc2)cc1C	-1	-4	1.0	3	-3	3	-5	6	0	-0.1
5	Cn1cnnc1SCC(=O)Nc1cc(S(=O)(=O)N2CCCCCC2)ccc1Cl	-9	9	2.6	0	-2	3	-6	4	5	-0.3
6	N#CCC(=O)Nc1ccc(C(=O)OCC(=O)Nc2cccc3ccccc23)cc1	-34	3	0.6	7	11	-22	6	3	12	-1.1
7	CN1CCN(Cc2nc3ccccc3c(=O)n2Cc2nc(-c3ccccc3F)cs2)CC1	-17	3	-8.0	8	-6	7	6	17	-11	-0.2
8	CC(NC(=O)COc1ccc(Br)cc1)C(=O)O (stereo not given)	-1	-2	-1.8	5	-1	1	0	-2	7	-0.5
9	COc1ccc(NC(=O)C(C)N2C(=O)c3ccccc3C2=O)cc1S(=O)(=O)N1CCOCC1 (stereo not given)	4	-2	0.8	1	-1	3	-11	-4	15	0.9
10	Cc1occc1-c1nnc(SCC(=O)N2CCCCC2)n1C	6	-6	1.7	1	3	-10	-1	2	-4	-0.5
11	COc1cccc(CNC(=O)c2cc(C)nc3ccccc23)c1	8	-5	0.5	-3	-1	-7	1	3	-9	-0.8
12	Cc1ccc(NC(=O)CNC(=O)c2ccccc2F)cc1Cl	1	-12	6.5	-2	-1	7	2	-4	11	0.2
13	C/C(=C\c1ccccc1)CN1CCN(C(C)C)C(CCO)C1 (stereo not given)	6	10	0.2	-1	-5	-5	2	0	9	-0.2
14	Nc1nc(F)nc2c1ncn2[C@@H]1O[C@H](CO)[C@@H](O)[C@@H]1O	7	-13	0.1	4	0	-11	0	-2	7	-0.7
15	Cc1nc2ccccn2c1C(=O)NNC(=O)Nc1cccc(C(F)(F)F)c1	7	2	2.3	2	2	-1	1	-1	2	-0.1
16	CCOc1ccc(S(=O)(=O)N2CCC(C(=O)OC(C)C(=O)N3CCOCC3)CC2)cc1 (stereo not given)	2	2	-0.4	1	-2	-1	2	-2	-5	-0.7
17	CC(C)CCNC(=O)C1C2C=CC3(CN(Cc4ccccc4Cl)C(=O)C13)O2 (stereo not given)	-1	-6	-2.3	-3	-2	-16	-2	-3	-5	0.3
18	CC(=O)N1CCOc2ccc(S(=O)(=O)N3CCC(C(=O)Nc4ccc(F)cc4)CC3)cc21	-2	-3	-2.0	-6	1	-3	-4	-4	0	-0.1
19	COC(CN1C(=O)C(=O)/C(=C(/O)c2ccccc2)C1c1ccccn1)OC (stereo not given)	-1	-4	1.2	8	-2	2	-1	4	-11	0.5
20	OCCCNC(=S)Nc1ccc(Br)cc1Cl	-6	-10	2.3	2	2	4	1	-4	5	0.6
21	N/C(=N\OC(=O)c1cnn(-c2ccccc2)c1C(F)(F)F)c1cc(C(F)(F)F)cc(C(F)(F)F)c1	12	2	.	0	-6	-10	-4	-3	9	-0.7
22	O=C(/C=C/[C@H]1O[C@@H](n2ccc(=O)[nH]c2=O)[C@H](O)[C@@H]1O)NCc1ccccc1	10	-7	.	0	2	-10	4	3	-8	-0.4
23	Cc1ccc(NC(=O)CS(=O)(=O)c2c[nH]c3ccccc23)c(C)c1	-14	-12	-1.1	1	0	2	-2	3	5	-0.3
24	COc1ccc(CCNC(=O)CCn2c(SCC(=O)N3CCCC3)nc3ccccc3c2=O)cc1OC	2	1	0.2	-1	-7	-4	10	2	-9	-0.2

Quoted from the listing:
Under ADAM10 inh, cpd 22 has -10
Under sPLA2-III inh, cpd 19 has -1

Remaining list, next part.
No.	canonical_smiles	sPLA2-III inh	ASAP1 GAP inh	FXN GAA850 act	NPR1 activator	rCAG binder	ADAM10 inh	Tn6 DDE FP	NPR2 activator	ARFGAP1 inhibitor	KLK7 zymogen act
25	O=[N+]([O-])c1cccc(/C=N/Nc2nc(N3CCOCC3)nc(N3CCOCC3)n2)c1	3	-7	-0.2	-2	-2	0	4	7	5	-0.6
26	OCCNCCCCOc1ccc(OCc2ccccc2)cc1	5	5	4.5	3	4	-12	0	1	8	0.2
27	CC(C)(C#CCN1CCCCC1)OCCOC(c1ccccc1)c1ccccc1	-12	2	-1.1	-20	-8	2	4	-13	2	-0.3
28	O=C(NC1CCCC1)c1ccc(CS(=O)(=O)c2ccc(Br)cc2)o1	-7	10	-2.9	3	4	-6	-3	3	-1	0.0
29	O=C(Cn1cc2c(n1)CCCC2)N1CCCc2ccccc21	0	1	0.4	2	0	-13	1	6	-5	0.5
30	CC(C)CN(CC(C)C)C(=O)COc1ccccc1C(N)=O	-7	3	-0.1	-4	10	-2	8	1	5	0.8
31	O=C(C1CC1)N1N=C(c2ccc(Br)cc2)CC1(O)C(F)(F)F (stereo not given)	-11	-1	3.5	-2	-5	2	1	4	-4	0.6
32	Cc1cnc(C(=O)N2CCCC(N3CCN(c4ccccc4F)CC3)C2)cn1 (stereo not given)	-1	0	2.3	6	-8	-9	-8	2	2	0.1
33	NCC1CCC(C(=O)Oc2ccc(CCC(=O)O)cc2)CC1 (stereo not given)	3	4	-1.6	3	3	3	-1	1	-3	0.3
34	O=C(CSc1nncs1)N1c2ccccc2Sc2ccccc21	-1	-4	0.2	-8	-2	-5	9	-2	0	0.0
35	COc1ccc(OC)c(S(=O)(=O)N2CCCc3ccccc32)c1	-8	-1	-0.8	-5	2	0	-4	-8	-6	0.0
36	COc1ccc(NS(=O)(=O)c2cc(NC(=O)c3ccc(=O)[nH]c3)ccc2N2CCCC2)cc1	-22	-5	-1.1	-2	17	-7	-9	-5	2	0.5
37	CCn1nc(C(=O)NCC(c2cccs2)N2CCOCC2)c2ccccc2c1=O (stereo not given)	3	5	2.7	2	-2	1	9	1	6	0.8
38	CCOc1cc(/C=N/NC(=O)c2cccnc2)ccc1OCc1ccc(C(=O)OC)o1	-1	1	1.3	-2	-5	2	0	5	17	0.9
39	O=[N+]([O-])c1ccc(NN=Cc2ccc(O)cc2)nc1	-10	16	-1.2	-3	0	-7	-7	-9	-1	-1.1
40	CC(C)(C)S(=O)(=O)N1Cc2ccc(CO)cc2[C@H]1CCO	2	-4	1.4	-1	2	-7	2	-2	-11	0.1
41	CCOC(=O)c1ccc(S(=O)(=O)N2CCN(C(=O)c3ccccn3)CC2)cc1	9	14	0.0	2	4	-20	-10	-2	5	-0.5
42	Cc1ccc2nc(-c3ccccn3)cc(C(=O)N3CCN(c4ncccn4)CC3)c2c1	3	12	0.0	5	-6	5	-2	10	13	0.4
43	Cc1c(C)c2c(OCC(=O)Nc3cccnc3)cc3c(c2oc1=O)CCC(C)(C)O3	4	-1	-1.3	5	2	-85	2	0	6	-0.7
44	CC(=O)Nc1nnc(-c2ccc3c(c2)CCCC3)o1	-5	1	4.5	2	3	-10	9	3	-10	-0.4
45	O=C(COc1ccccc1Cl)N1N=C(c2cccs2)CC1c1ccco1 (stereo not given)	-6	1	2.1	1	4	-30	-3	-4	-9	-0.8
46	CC(C)OC(=O)C(C)(C)Oc1ccc(C(=O)c2ccc(Cl)cc2)cc1	-3	-5	1.6	2	0	2	9	-2	7	-0.1
47	Cc1ccc(F)cc1C(=O)N1CCC1(C)C(=O)O (stereo not given)	3	8	-0.5	2	-1	-7	7	8	0	0.2
48	COc1ccc(C(CNC(=O)c2cc3c(s2)CCC(C)C3)N2CCOCC2)cc1 (stereo not given)	-7	-8	0.2	4	4	-7	4	1	-16	0.1

Compound profiles (already shown).
`O=C(COc1ccccc1Cl)N1N=C(c2cccs2)CC1c1ccco1` (stereo not given) in the list: sPLA2-III inh: -6; ASAP1 GAP inh: 1; FXN GAA850 act: 2.1; NPR1 activator: 1; rCAG binder: 4; ADAM10 inh: -30; Tn6 DDE FP: -3; NPR2 activator: -4; ARFGAP1 inhibitor: -9; KLK7 zymogen act: -0.8
`CC(C)(C)S(=O)(=O)N1Cc2ccc(CO)cc2[C@H]1CCO` in the list: sPLA2-III inh: 2; ASAP1 GAP inh: -4; FXN GAA850 act: 1.4; NPR1 activator: -1; rCAG binder: 2; ADAM10 inh: -7; Tn6 DDE FP: 2; NPR2 activator: -2; ARFGAP1 inhibitor: -11; KLK7 zymogen act: 0.1

The results go on.
No.	canonical_smiles	sPLA2-III inh	ASAP1 GAP inh	FXN GAA850 act	NPR1 activator	rCAG binder	ADAM10 inh	Tn6 DDE FP	NPR2 activator	ARFGAP1 inhibitor	KLK7 zymogen act
49	CCOC(=O)/C(C(N)=NCC(C)C)=C(/O)c1ccccc1	-3	-8	1.1	-9	-10	-8	0	-3	-6	-0.2
50	CC(=O)Nc1ccc(S(=O)(=O)N2CCCC(C(=O)O)C2)cc1 (stereo not given)	-2	2	1.8	4	0	0	6	-1	-6	0.8
51	COc1ccccc1/C=N/NC(=O)c1ccc(Cn2nc([N+](=O)[O-])cc2C)cc1	13	3	1.2	6	1	4	2	1	-4	0.6
52	Cc1cc(NS(=O)(=O)c2ccc(NC(=O)/C=C/c3c(F)cccc3Cl)cc2)no1	-55	-5	-0.7	-4	63*	0	-8	-2	2	-0.3
53	O=C(Nc1cccc(S(=O)(=O)N2CCOCC2)c1)c1ccccc1[N+](=O)[O-]	-1	-10	0.3	0	5	-4	1	1	-7	-0.3
54	CN1CCN(C(=O)c2ccc3c(c2)N(Cc2cccc(Cl)c2)C(=O)c2ccccc2S3(=O)=O)CC1	-13	9	-0.7	-2	4	0	-5	0	-3	-0.1
55	O=C1OC(Nc2ccc(Br)cc2F)c2ccccc21 (stereo not given)	1	2	-1.3	-3	0	4	6	2	0	0.1
56	CCCCN(CC)CCNC(=S)Nc1ccc2nc(N3CCN(C)CC3)cc(C)c2c1	9	6	0.3	-7	-9	-53	-2	-9	-2	2.9
